Screens from PubChem.
Coupling enz: qHTS Assay for Inhibitors of Fructose-1,6-bisphosphate Aldolase from Giardia Lamblia: Coupling assay counterscreen; coupling enzyme system counterscreen, AmpLite Red fluorescence; activity change, negative = inhibition, % at 58.2 µM, hits read low; AID 2472, 2010; 290,000 compounds, 0.67% hits; in the data active means activity change below about -30%; further: on the % scale 0 is the no-effect control and ±100 the full control effect
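Coupling enzymes only (glyceraldehyde-3-phosphate) + compound, at 57.5 uM final, 10 min RT; add substrate/coupling/AmpLite Red mix, 20 min RT; fluorescence ex 525/em 598 nm. Actives flag coupling-system interference.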
ASM inhibitor: Inhibitors of Secretory Acid Sphingomyelinase (S-ASM): qHTS; Sphingomyelin phosphodiesterase (Homo sapiens), P17405; placental ASM, HMU-PC fluorogenic substrate, 60 min; Potency, µM (titrated, usually from 57.5 µM), for inactives: top-dose activity change, negative = inhibition, actives largely listed as inhibitors; 340,000 compounds, 0.006% hits; AID 504937, 2011; further: potency means the concentration at half of the fitted maximal effect
Target sequence (P17405 47-631 limits assumed): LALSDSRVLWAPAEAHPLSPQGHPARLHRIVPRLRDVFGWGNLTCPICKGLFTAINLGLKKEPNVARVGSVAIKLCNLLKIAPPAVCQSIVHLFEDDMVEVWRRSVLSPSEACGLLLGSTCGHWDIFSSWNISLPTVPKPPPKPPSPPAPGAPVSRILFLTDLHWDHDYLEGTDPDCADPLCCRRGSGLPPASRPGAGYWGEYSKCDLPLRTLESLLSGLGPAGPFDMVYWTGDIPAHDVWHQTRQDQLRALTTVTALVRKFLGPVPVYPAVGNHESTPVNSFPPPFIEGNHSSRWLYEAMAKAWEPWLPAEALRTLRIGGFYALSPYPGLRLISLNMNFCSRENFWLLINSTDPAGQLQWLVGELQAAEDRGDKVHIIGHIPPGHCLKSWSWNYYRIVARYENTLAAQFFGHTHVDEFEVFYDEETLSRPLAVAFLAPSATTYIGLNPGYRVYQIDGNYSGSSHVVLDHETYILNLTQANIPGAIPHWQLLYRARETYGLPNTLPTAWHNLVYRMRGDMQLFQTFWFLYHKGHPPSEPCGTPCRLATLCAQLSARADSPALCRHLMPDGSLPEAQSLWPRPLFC
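Fluorescence read-out (Ex 386 nm, Em 447 nm) after stopping the reaction at pH 10. Enzyme: ASM from human placenta; substrate HMU-PC0, 9 uM final; 60 min, 37 °C. Compound preincubation 10 min, ambient temperature.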
TRPV1 agonist: HTS Assay for Compounds that Act as Agonists of the Vanilloid Receptor 1; TRPV1-expressing cells, Fluo-8 calcium influx, agonist mode; activation, % at 8.33 µM; 320,000 compounds, 0.19% hits; AID 540275, 2011; in the data active means activation above about 80%; inconclusive means between about 30% and that limit; further: 0% is about no effect
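Fluo-8 calcium influx in TRPV1-expressing cells, kinetic read (ex 480/em 520 nm). Compound added and read 3 min for agonist activity, followed by capsaicin at EC20 final and 2 min further read for enhancement.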
KCNH2 3.1 inh: qHTS for Inhibitors of KCHN2 3.1: Mutant qHTS; U2OS KCNH2 3.1, thallium flux FluxOr; hits give low values; activity change, % (tested at about 1.8 µM); 340,000 compounds, 0.95% hits;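 active means maximum activity change below -70%; inconclusive means maximum activity change from -70% to -50%; inactive means maximum activity change above -50%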;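 further: thallium influx rate constant from kinetic fluorescence after stimulation buffer; on the % scale 0 is the no-effect control and ±100 the full control effect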
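We transduce U2OS cells with the mutant 3.1 virus, culture them overnight, load FluxOr with Red40 quencher for 45 min, then add stimulation buffer and read kinetically for 2 min to derive a normalized rate constant.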
hERG WT inh: qHTS for Inhibitors of KCHN2 3.1: Wildtype qHTS; Voltage-gated inwardly rectifying potassium channel KCNH2 (Homo sapiens), Q12809; U2OS, BacMam KCNH2, thallium flux FluxOr; hits give low values; activity change, % at 1.84 µM; 340,000 compounds, 0.37% hits; AID 720551, 2013;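 active means maximum activity change below -70%; inconclusive means maximum activity change between -70% and -50%; inactive means maximum activity change above -50%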; further: on the % scale 0 is the no-effect control and ±100 the full control effect
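U2OS cells transduced with wild-type KCNH2 virus are loaded with FluxOr dye for 45 min, and thallium flux is measured in kinetic reads before and after stimulation buffer. Rate constants are normalized to DMSO controls.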
a7 integrin act: qHTS for Activators of Integrin-Mediated Alleviation for Muscular Dystrophy; alpha7betagal myoblasts, beta-gal FDG fluorescence, 48 h; Potency, µM (doses to about 38.3 µM), for the others: top-dose activation, usual class: activators; 350,000 compounds, 0.064% hits; AID 624291, 2012;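 further: potency means the concentration at half of the fitted maximal effect; 100% = response of the positive control SU9516; nearly all actives have a fitted effect of over 60% in size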
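Alpha7betagal+/- myoblasts (passage 13) were plated 16-24 hr, then exposed to compounds (1:260 dilution of DMSO stock) for 48 hours at 37C. After MPER lysis, β-galactosidase reporter activity was read as FDG fluorescence (ex 480/em 540) after 30 minutes.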
MLL CXXC-DNA inh: qHTS Fluorescence Polarization Assay for Inhibitors of MLL CXXC domain - DNA interaction. Potency, µM (top dose mostly 115 µM), inactives show at the highest dose activity change, negative = inhibition, actives largely listed as inhibitors. 290,000 compounds, 0.037% hits. Histone-lysine N-methyltransferase 2A (Homo sapiens), Q03164. AID 2662, 2010. MLL-CXXC / FITC-HOXA9 DNA fluorescence polarization; active means well fitted inhibition curve with a large enough effect in the polarisation, with a control signal flat, not every such curve was filed as active; inconclusive means small, poorly fitted or top-dose-only effect, or effect the other way, or a change in a side signal; inactive means no such curve, though single readings can be large or run the other way; the % refers to the polarisation; further: potency means the concentration at half of the fitted maximal effect
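Purified MLL-CXXC (added from a 7 uM solution) was preincubated 5 min at ambient with pinned compounds in 50 mM Tris-HCl pH 7.5, 50 mM NaCl, 1 mM DTT, 0.05% BSA. Fluorescein-labeled HOX-A9 DNA (50 nM solution) followed, 30 min, then polarization read.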
AT treatment: qHTS Assay for Identifying a Potential Treatment of Ataxia-Telangiectasia; […] A-T fibroblasts, KAP-1 phosphorylation AlphaLISA; neocarzinostatin DNA damage 30 min before lysis; Potency, µM (titrated, usually from 57.5 µM), for the others: at the top dose activation, usual class: activators; 320,000 compounds, 0.19% hits; AID 485349, 2010; further: potency means the concentration at half of the fitted maximal effect; % of control where 0% means no effect; nearly all actives have a fitted effect of over 45% in size
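hTERT-immortalized A-T patient fibroblasts ([…]), 500 cells/well in OPTI-MEM, 1% FBS, got compounds for 60 min, then NCS for 30 min at 37C. Lysates were then assayed for phospho-KAP-1 by AlphaLISA (anti-pKAP1 donor, anti-KAP1 acceptor beads), 6 hr at 25C.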
MBNL1-CUG inh: qHTS Assay for Inhibitors of MBNL1-poly(CUG) RNA binding; Potency, µM (top dose mostly 57.5 µM), inactives show top-dose activity change, negative = inhibition, most hits filed as inhibitors; 280,000 compounds, 0.036% hits; TR-FRET MBNL1-His/biotin-(CUG)12 binding, 665/545 ratio; Muscleblind-like protein 1 (Homo sapiens), Q9NR56; active means well fitted inhibition curve with a large enough effect in the signal ratio, with a control signal flat, not every such curve was filed as active; inconclusive means small, poorly fitted or top-dose-only effect, or effect the other way, or a change in a side signal; inactive means no such curve, though single readings can be large or run the other way; the % refers to the signal ratio; further: potency means the concentration at half of the fitted maximal effect; on the % scale 0 is the no-effect control and ±100 the full control effect
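His-tagged MBNL1 binding to biotinylated (CUG)12 RNA was measured by TR-FRET using terbium anti-His antibody (0.055 ng/ul final) and streptavidin-XL665 (5 nM final). Compounds were titrated 92 nM to 58 uM; 60 min at room temperature.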
GALK inh: qHTS Assay for Inhibitors of Human Galactokinase (GALK); P51570; Purified GALK, Kinase-Glo residual ATP luminescence; Potency, µM (doses to about 57.5 µM), inactives show at the highest dose activity change, negative = inhibition, usual class: inhibitors; 270,000 compounds, 0.007% hits; AID 1868, 2009; further: potency means the concentration at half of the fitted maximal effect; on the % scale 0 is the no-effect control and ±100 the full control effect
Target sequence (P51570 whole entry, looked up): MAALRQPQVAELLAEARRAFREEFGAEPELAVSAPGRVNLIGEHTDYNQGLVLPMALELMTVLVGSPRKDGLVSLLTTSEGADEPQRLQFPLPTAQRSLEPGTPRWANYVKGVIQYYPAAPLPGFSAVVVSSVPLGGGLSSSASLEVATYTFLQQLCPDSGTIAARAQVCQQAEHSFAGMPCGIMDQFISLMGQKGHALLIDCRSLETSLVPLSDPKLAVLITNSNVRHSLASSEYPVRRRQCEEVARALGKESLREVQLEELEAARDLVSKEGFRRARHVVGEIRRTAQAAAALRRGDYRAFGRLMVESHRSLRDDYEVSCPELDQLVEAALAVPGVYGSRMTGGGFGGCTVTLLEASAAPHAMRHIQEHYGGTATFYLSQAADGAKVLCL
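Human GALK (5 nM) with 35 uM ATP and 100 uM galactose in 20 mM HEPES pH 8.0, 5 mM MgCl2, 60 mM NaCl, 1 mM DTT, 0.01% BSA. After 1 h at room temperature, leftover ATP was read by Kinase-Glo Plus luminescence.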
An asterisk follows results filed as active; ? = inconclusive; . = no result given; [ ] = dose if it differs, or a comment. Unless noted, the call rests on the fitted dose curve; in most records, active means well fitted curve in the direction sought with a large enough effect; inconclusive means small, poorly fitted or top-dose-only effect, or another doubt; inactive means no such curve, though single readings can be large; an effect the other way counts as inactive or inconclusive.

SMILES	Coupling enz	ASM inhibitor	TRPV1 agonist	KCNH2 3.1 inh	hERG WT inh	a7 integrin act	MLL CXXC-DNA inh	AT treatment	MBNL1-CUG inh	GALK inh
COc1cc(NS(=O)(=O)c2ccc(N/C=C\C(=O)c3ccc(C)cc3)cc2)nc(OC)n1	.	141%[activator]	.	-2	-4	20%	.	.	.	.
O=C(NC(Cc1ccccc1)C(=O)O)/C(=C/c1ccccc1)NC(=O)c1ccccc1 (stereo not given)	4	1%	4	2	7	-16%	?	-4%	?	-5%
CC(=O)c1c(-c2ccc(C)cc2)nc2c3ccccc3ccn12	1	-18%	25	2	10	5%	4%	5%	-2%	-2%
CCCCNC(=S)Nc1cccc2cnccc12	-18	.	-1	-10	10	-32%	10%	4%	?	3%
CC1CCCCN1C(=O)c1cc(S(=O)(=O)N2CCOCC2)ccc1Cl (stereo not given)	.	-1%	.	-44	-13	?	.	1%	.	.
Cc1ccccc1SCC(=O)OCC(=O)N(C)c1c(N)n(Cc2ccccc2)c(=O)[nH]c1=O	.	4%	-5	-18	0	15%	.	21%	.	.
COc1ccc(-n2nc(C)cc2N)cc1	4	1%	0	6	7	13%	0%	1%[11.5 µM]	2%	2%
Cc1ccc(Cc2c(C)nc3nc(SCC(=O)NCc4ccco4)nn3c2C)cc1	1	0%	-1	4	-7	-34%	-12%	-1%	1%	2%
Cc1cc(NCc2ccccn2)n2c(nc3ccccc32)c1C#N	1	.	1	-30	-7	-27%	-1%	8%	-1%	1%
CCOc1ccc(Br)cc1CN(CC)CC	2	4%	-1	17	12	-1%	-5%	-10%	2%	1%
Cn1nc(C(F)(F)F)c2cc(C(=O)Nc3ccc(Cl)cc3)sc21	0	-23%	13	6	-31	1%	4%	-4%	1%	-1%
CCNC(=O)C12CCC(C)(c3nc4cc(C)c(C)cc4nc31)C2(C)C (stereo not given)	3	-1%	4	-1	5	-4%	-7%	0%	-5%	10%
O=C(NC(=S)Nc1ccccc1)c1csnn1	1	4%	-1	-26	-6	1%	-13%	1%	-1%	4%
O=C1CCC(c2ccc(-n3ccnc3)cc2)=NN1	.	3%	.	-3	-2	.	0%	.	.	.
COc1ccc(C(=O)N[C@H]2CCCCNC2=O)cc1OC1CCN(C(C)C)CC1	-2	2%	6	-12	4	-3%	-10%	0%	4%	-1%
ON(CCc1ccccn1)Cc1ccccc1	.	-3%	.	-1	4	11%	.	.	.	.
CCCCN1CC2=C(C1=O)C(c1ccc(O)cc1)NC(=O)N2C (stereo not given)	4	-2%	0	0	-4	15%	-4%	-3%	1%	4%
CCC(C)(C)NC(=O)CSc1nc(Cc2ccccc2)nc2ccccc12	0	-13%	?	-15	2	-20%	-2%	-6%	1%	-2%
COc1ccc([N+](=O)[O-])cc1NC(=O)CSc1nc(C)cc(C)n1	-3	0%	-1	-2	-4	-25%	17%	4%	?	3%
O=C(NC1CC1)c1cccc(NC(=O)C2CCCC2)c1	.	0%	.	6	5	4%	.	.	.	.

The last 3 records of the section before come first, to join the parts:
SMILES	Coupling enz	ASM inhibitor	TRPV1 agonist	KCNH2 3.1 inh	hERG WT inh	a7 integrin act	MLL CXXC-DNA inh	AT treatment	MBNL1-CUG inh	GALK inh
CCC(C)(C)NC(=O)CSc1nc(Cc2ccccc2)nc2ccccc12	0	-13%	?	-15	2	-20%	-2%	-6%	1%	-2%
COc1ccc([N+](=O)[O-])cc1NC(=O)CSc1nc(C)cc(C)n1	-3	0%	-1	-2	-4	-25%	17%	4%	?	3%
O=C(NC1CC1)c1cccc(NC(=O)C2CCCC2)c1	.	0%	.	6	5	4%	.	.	.	.
COc1ccc(N2CCN(C(=O)CSc3nnc(-c4ccc5[nH]c(C)c(C)c5c4)o3)CC2)cc1	-4	-3%	0	-1	-12	-8%	-6%	0%	5%	-1%
Cc1ccnc2c(N3C(=O)C4C5C=CC(C5)C4(C)C3=O)cccc12 (stereo not given)	0	1%	0	1	3	-6%	-9%	-2%	8%	-4%
Cc1cc(C)nc(/N=C(\N)Nc2ccc(S(=O)(=O)Nc3nccc(C)n3)cc2)n1	11	4%	0	-8	6	3%	2%	0%[11.5 µM]	-6%	2%
COC(=O)c1sccc1NC(=O)c1cc(-c2cc(C)ccc2C)nc2ccccc12	2	-2%	-1	-2	-8	-2%	17%	9%	-3%	-2%
CC(C)C(=O)NC(C)C(c1cccs1)N1CCOCC1 (stereo not given)	9	-2%	0	16	-32	-8%	-1%	-4%	?	0%
Cc1ccccc1CCNC(=O)C1CC(O)CN1C(=O)Nc1ccccc1 (stereo not given)	1	-3%	-1	-15	-20	-1%	-6%	-9%	-2%	-1%
O=CN1CCN(C(=O)Cc2ccc([N+](=O)[O-])cc2)CC1	0	6%	-1	-19	-9	6%	5%	6%	11%	0%
CCC(C)(C)NC(=O)C1CCN(c2nc(C)cc(C)n2)CC1	3	8%	3	1	8	20%	-4%	-12%	5%	0%
COc1ccc(NC(=O)C2CC(=O)N/C(=N/N=C/c3ccccc3)S2)cc1 (stereo not given)	4	2%	0	-2	6	27%	-4%	-5%	14%	3%
COc1ccc(NC(=O)CN2CCCCC2)cc1S(=O)(=O)N1CCCCC1	.	19%	.	-13	-3	-3%	.	19%	.	.
O=C(NCCNS(=O)(=O)c1ccccc1)c1cc(OCC(F)(F)F)ccc1OCC(F)(F)F	-3	7%	?	-2	21	-11%	12%	-8%	-3%	1%
CCc1cccc(C)c1N=Cc1c(O)c2ccccc2oc1=O	4	-3%	3	3	10	-17%	2%	13%	-3%	4%
COc1ccc(-c2ccc(-c3cc(=O)oc4c(C(C)C)ccc(C)c34)cc2)cc1	-1	-1%	.	3	-3	14%	.	6%[11.5 µM]	.	.
O=C(O)CCCN1C(=O)C(=O)/C(=C(/O)c2ccc(Cl)cc2)C1c1ccccc1 (stereo not given)	16	0%	1	5	51	-5%	-12%	-1%	.	0%
O=C1C[C@@H]2CCN3C(=O)CCC[C@@H]([C@H]23)[C@@H]1Cc1ccccc1	4	0%	.	1	4	29%	.	-12%	.	.
CC(C)(C)c1ccc(NC(=O)Nc2ccc(OCC(=O)N3CCOCC3)cc2)cc1	0	-7%	-2	-10	14	-18%	4%	-1%	-2%	8%
CC(C)=CCc1c(O)c(CC=C(C)C)c2occ(-c3ccc(O)cc3)c(=O)c2c1O	0	-29%	21	-15	-4	-49%[inhibitor]	-3%	-11%	-8%	-3%
C=CCN(CC=C)c1ncnc2[nH]ncc12	.	0%	.	-2	-2	?	.	.	.	.
CC1(CCc2ccccc2)NC(=O)N(CC(=O)N2CC(=O)Nc3ccccc32)C1=O (stereo not given)	-4	-2%	-2	21	0	52%	4%	-17%	.	-1%
Cc1c(C(=O)N2CCN(Cc3ccccc3)CC2)sc2ncnc(N3CCOCC3)c12	4	-1%	13	0	-1	-8%	-4%	-2%	2%	1%
Cc1cc(NC(=O)c2ccc3nc(C)sc3c2)no1	3	-3%	3	4	5	4%	-7%	1%	3%	-2%

Full records, looked up by structure:
COc1ccc(N2CCN(C(=O)CSc3nnc(-c4ccc5[nH]c(C)c(C)c5c4)o3)CC2)cc1 is listed as Coupling enz = -4; ASM inhibitor = -3%; TRPV1 agonist = 0; KCNH2 3.1 inh = -1; hERG WT inh = -12; a7 integrin act = -8%; MLL CXXC-DNA inh = -6%; AT treatment = 0%; MBNL1-CUG inh = 5%; GALK inh = -1%
Cc1c(C(=O)N2CCN(Cc3ccccc3)CC2)sc2ncnc(N3CCOCC3)c12 is listed as Coupling enz = 4; ASM inhibitor = -1%; TRPV1 agonist = 13; KCNH2 3.1 inh = 0; hERG WT inh = -1; a7 integrin act = -8%; MLL CXXC-DNA inh = -4%; AT treatment = -2%; MBNL1-CUG inh = 2%; GALK inh = 1%
